High-throughput results as filed in PubChem BioAssay.
NPY1 pot ag – potentiators or agonists of human neuropeptide Y receptor Y1; 0.37% of 220,000 active; activation, % at 3.6 µM; P25929; NPY-Y1 expressing cells, potentiator/agonist activation; in the data active = activation above about 33%, passing the limit was not always enough;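 also: cells stimulated with NPY at EC10 then isoproterenol at EC100; 0% = low agonist plus stimulus and 100% = saturating agonist plus stimulus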
zfTRPN1 agonist – zebrafish TRPN1 (NompC) channel agonism; HEK293 zebrafish TRPN1-YFP, Fluo-8 calcium fluorescence; 100% = response to 87 µM carbachol; AID 1424; activation, % at 3 µM; 0.18% of 220,000 active;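 active = activation above its plate's cutoff, the mean activation of test wells on that plate plus 3 SD, cut at about 19% in these data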;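 also: 0% = DMSO alone and 100% = 87 µM carbachol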
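Material – zebrafish TRPN1-YFP in HEK293 cells · Doses – 3 µM single point · Schedule – dye 1 h 37 °C plus 30 min RT · Signal – Fluo-8 calcium fluorescence, excitation 470-495 nm, emission 515-575 nm · Read-out – % activation versus carbachol response · Control set – carbachol high, DMSO low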
EP2 mod – modulators of human EP2 prostaglandin E2 receptor. P43116. EP2-expressing cells, cAMP HTRF FRET, PGE2 co-stimulation. induction, % at 25 µM. 0.83% of 260,000 active;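 active = compounds whose cAMP rise, as percent of the full-agonist control response, exceeds 60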;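 also: rat C6 glioma line stably carrying human EP2 under a CMV promoter; the protocol text gives 20 µM as final concentration; 100% = response of wells given 1 µM PGE2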
EP2 antag – EP2 receptor (human) inhibition; inhibition, % at 25 µM; C6 glioma cells expressing human EP2, cAMP TR-FRET; cells stimulated with saturating PGE2; 0.52% of 260,000 active;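 active = percent inhibition above 40 after rounding to a whole number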;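 also: rat C6 glioma host cells with rolipram phosphodiesterase inhibitor present; the protocol text gives 20 µM as final concentration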
CHOP inhibitor – CHOP inhibition in unfolded protein response; AID 2732; 3.8% of 220,000 active; CHO-K1 CHOP-promoter luciferase, tunicamycin-induced, 15-18 h; inhibition, % at 10 µM;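 active = compounds that reduced the stress-induced luciferase reporter signal by more than about 70% of percent inhibition, limit read from the data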;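 also: 0% = tunicamycin plus vehicle and 100% = wells without tunicamycin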
PPC-1+TRAIL kill – kills PPC-1 cancer cells in the presence of TRAIL | PPC-1 cells + TRAIL, ATPLite viability luminescence | cell killing (% activity), % at 4 µM | 0.41% of 220,000 active | AID 1443;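 active = cell killing above 50% in the first pass at 4 µM, then a duplicate retest at 5 µM averaging 50% or more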;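 also: plate controls were cells with TRAIL plus DMSO for no effect and medium-only wells lacking cells for full effect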
NPY-Y1 antag – NPY-Y1 (human) receptor antagonism; 1% of 200,000 active; inhibition, % at 3.6 µM; P25929; HEK293-CNG Y1 cells, membrane potential fluorescence; NPY at EC95, then isoproterenol;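 active = inhibition above the campaign mean inhibition of all tested compounds plus 3 SD, cut at about 20% in these data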;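 also: 0% = DMSO wells given NPY plus isoproterenol and 100% = isoproterenol alone without NPY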
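Material: HEK293 cells co-expressing NPY Y1 receptor and cyclic-nucleotide gated channel. Timing: compound incubation 1 h at room temperature, readout 45 min post-stimulation. Signal: fluorescence, membrane potential probe.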
14-3-3 Bad PPI – disrupts binding of bovine 14-3-3 zeta to phospho-Bad peptide | P63103 | TR-FRET 14-3-3zeta/Dy647-pBad peptide displacement, 1 h | inhibition, % at 21.7 µM | 0.71% of 220,000 active | AID 781;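 active = inhibition above about 70%, limit read from the data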;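 also: 0% = full 14-3-3 plus peptide FRET controls and 100% = background without 14-3-3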
Target sequence (P63103 whole entry, looked up): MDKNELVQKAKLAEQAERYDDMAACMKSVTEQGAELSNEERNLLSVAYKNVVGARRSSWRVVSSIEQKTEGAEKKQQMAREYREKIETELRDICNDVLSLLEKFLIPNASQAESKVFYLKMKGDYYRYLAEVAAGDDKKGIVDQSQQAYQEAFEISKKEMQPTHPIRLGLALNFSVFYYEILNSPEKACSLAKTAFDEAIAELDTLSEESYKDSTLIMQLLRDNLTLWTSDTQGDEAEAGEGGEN
TRPML3 agonist – activates the human TRPML3 channel; Q8TDD5; HEK293 TRPML3-YFP, Fluo-8 calcium fluorescence; 100% = the carbachol control signal; activation, % at 3 µM; 0.29% of 220,000 active; AID 1448;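 active = activation above its plate's cutoff, the mean activation of the plate's test wells plus 3 SD, cut at about 12% in these data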;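 also: 0% = DMSO only wells and 100% = carbachol wells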
Target sequence (Q8TDD5 whole entry, looked up): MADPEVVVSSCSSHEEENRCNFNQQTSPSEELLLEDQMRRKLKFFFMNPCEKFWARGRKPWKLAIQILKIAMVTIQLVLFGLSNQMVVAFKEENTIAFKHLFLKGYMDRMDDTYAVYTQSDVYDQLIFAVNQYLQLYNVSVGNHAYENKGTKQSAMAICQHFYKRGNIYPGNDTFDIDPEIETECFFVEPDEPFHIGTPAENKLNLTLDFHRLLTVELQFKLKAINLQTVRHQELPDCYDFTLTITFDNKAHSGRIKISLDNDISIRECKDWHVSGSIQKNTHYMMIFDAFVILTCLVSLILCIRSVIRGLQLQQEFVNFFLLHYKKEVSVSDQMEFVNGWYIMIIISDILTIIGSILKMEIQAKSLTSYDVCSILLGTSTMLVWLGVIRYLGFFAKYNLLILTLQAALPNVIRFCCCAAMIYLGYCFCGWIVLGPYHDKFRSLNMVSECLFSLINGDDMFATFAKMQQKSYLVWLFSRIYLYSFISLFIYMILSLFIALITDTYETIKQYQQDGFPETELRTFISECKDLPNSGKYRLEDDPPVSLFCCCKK
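system = HEK293 cells stably carrying human TRPML3-YFP | doses = one concentration, 3 µM nominal, 0.3% DMSO | timing = dye loading 1 h 37 °C then 30 min ambient, 125 s read | detection = Fluo-8 calcium dye fluorescence, ex 470-495, em 515-575 nm | benchmarks = high control carbachol 87 µM, low control DMSO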
* hit, by the source's call; & = joins results of further samples; [ ] = remark or other dose.

What do the screens show for `CC1(c2ccccc2)CC(C)(C)n2c(O)c(C3=NC(=S)NC3=O)c3cccc1c32` (configuration not stated)?
NPY1 pot ag: 35.0; zfTRPN1 agonist: 2.0; EP2 mod: 16.7; EP2 antag: 7.2; CHOP inhibitor: 103.9*; PPC-1+TRAIL kill: 31.4; 14-3-3 Bad PPI: 11.3; TRPML3 agonist: 0.8

What do the screens show for `O=C(NN1C(=O)C2C3c4ccccc4C(c4ccccc43)C2C1=O)C1CC1` (configuration not stated)?
NPY1 pot ag: -11.1; zfTRPN1 agonist: 1.0; EP2 mod: 14.8; EP2 antag: 9.6; CHOP inhibitor: -12.7; PPC-1+TRAIL kill: -1.5; NPY-Y1 antag: 3.9; 14-3-3 Bad PPI: -7.9; TRPML3 agonist: -0.5

What do the screens show for `Nc1ccc(NC(=O)c2cccs2)cc1`?
NPY1 pot ag: 3.3; zfTRPN1 agonist: -0.1; EP2 mod: -6.1; EP2 antag: 7.4; CHOP inhibitor: -2.5; PPC-1+TRAIL kill: -4.9; NPY-Y1 antag: 3.3; 14-3-3 Bad PPI: -14.9; TRPML3 agonist: 0.6

What do the screens show for `CCN1CCN(c2ncnc3c2c(-c2ccccc2)cn3-c2ccc(F)cc2)CC1`?
NPY1 pot ag: -42.5; zfTRPN1 agonist: 0.8; EP2 mod: -32.8; EP2 antag: 3.8; CHOP inhibitor: -11.5; NPY-Y1 antag: 10.0; 14-3-3 Bad PPI: -1.0; TRPML3 agonist: 0.5

Results for Cc1cc(-c2ccc(Cl)cc2)c(C#N)c(N)n1 ?
NPY1 pot ag: 5.0; zfTRPN1 agonist: -0.6; EP2 mod: 13.6; EP2 antag: 50.6*; CHOP inhibitor: 32.5; PPC-1+TRAIL kill: 4.9; NPY-Y1 antag: 3.1; 14-3-3 Bad PPI: -27.6[fluorescence artefact?]; TRPML3 agonist: 0.7

How did C=CCn1c(SCC(=O)c2c(N)n(C)c(=O)n(C)c2=O)nc2sc(CC)cc2c1=O do in these assays?
NPY1 pot ag: -5.8; zfTRPN1 agonist: 1.4; EP2 mod: -14.6; CHOP inhibitor: 26.7; PPC-1+TRAIL kill: 2.1; NPY-Y1 antag: -3.0; 14-3-3 Bad PPI: 1.6; TRPML3 agonist: -0.3

What do the screens show for `CCN(c1ccccc1)S(=O)(=O)c1ccc(Cl)c(C(=O)OCC(=O)NC(=O)C(C)C)c1`?
NPY1 pot ag: 0.4; zfTRPN1 agonist: -3.8; EP2 mod: 24.9; EP2 antag: -0.1; CHOP inhibitor: 28.8; PPC-1+TRAIL kill: 4.2; NPY-Y1 antag: 0.5; 14-3-3 Bad PPI: -5.0; TRPML3 agonist: -1.0

What do the screens show for `Oc1ccc(Br)cc1CNn1cnnc1`?
NPY1 pot ag: 6.0; zfTRPN1 agonist: -0.4; EP2 mod: -6.8; EP2 antag: 15.2; CHOP inhibitor: 5.0; PPC-1+TRAIL kill: 0.1; NPY-Y1 antag: 1.9; 14-3-3 Bad PPI: -6.2; TRPML3 agonist: 0.1

What do the screens show for `COCc1[nH]nc2c1C(c1ccsc1)C(C#N)=C(N)O2` (configuration not stated)?
NPY1 pot ag: -4.1; zfTRPN1 agonist: 1.6; EP2 mod: -4.3; EP2 antag: 7.2; CHOP inhibitor: 2.3; PPC-1+TRAIL kill: 13.4; NPY-Y1 antag: 1.8; 14-3-3 Bad PPI: -7.2; TRPML3 agonist: 0.8

What do the screens show for `O=C(COc1ccc2ccccc2c1)Nc1cccc2c1C(=O)NC2=O`?
NPY1 pot ag: 6.1; zfTRPN1 agonist: 1.8; EP2 mod: 5.2; EP2 antag: 8.9; CHOP inhibitor: 10.6; PPC-1+TRAIL kill: 17.8; NPY-Y1 antag: -4.2; 14-3-3 Bad PPI: 65.6; TRPML3 agonist: 0.4

What do the screens show for `Nc1cc(=O)[nH]c(SC/C=C/c2ccccc2)n1`?
NPY1 pot ag: 0.5; zfTRPN1 agonist: 1.9; EP2 mod: -12.9; EP2 antag: 9.9; CHOP inhibitor: -15.9; PPC-1+TRAIL kill: 16.2; NPY-Y1 antag: 3.6; 14-3-3 Bad PPI: 8.2; TRPML3 agonist: 0.7

What do the screens show for `COc1cc(NC(=O)CCc2nc(-c3cccs3)no2)cc(OC)c1OC`?
NPY1 pot ag: 6.8; zfTRPN1 agonist: 4.0; EP2 mod: -8.9; EP2 antag: 13.0; CHOP inhibitor: 19.9; PPC-1+TRAIL kill: -6.9; NPY-Y1 antag: 1.1; 14-3-3 Bad PPI: 1.7[fluorescence artefact?]; TRPML3 agonist: 1.0

Overlap with the part before: 2 entries, followed by the next part.
What do the screens show for `Nc1cc(=O)[nH]c(SC/C=C/c2ccccc2)n1`?
NPY1 pot ag: 0.5; zfTRPN1 agonist: 1.9; EP2 mod: -12.9; EP2 antag: 9.9; CHOP inhibitor: -15.9; PPC-1+TRAIL kill: 16.2; NPY-Y1 antag: 3.6; 14-3-3 Bad PPI: 8.2; TRPML3 agonist: 0.7

What do the screens show for `COc1cc(NC(=O)CCc2nc(-c3cccs3)no2)cc(OC)c1OC`?
NPY1 pot ag: 6.8; zfTRPN1 agonist: 4.0; EP2 mod: -8.9; EP2 antag: 13.0; CHOP inhibitor: 19.9; PPC-1+TRAIL kill: -6.9; NPY-Y1 antag: 1.1; 14-3-3 Bad PPI: 1.7[fluorescence artefact?]; TRPML3 agonist: 1.0

What do the screens show for `S=C(NC1CCCCC1)N(CCc1nc2ccccc2[nH]1)C1CCCC1`?
NPY1 pot ag: -9.5; zfTRPN1 agonist: -0.8; EP2 mod: -63.7; EP2 antag: 15.4; CHOP inhibitor: 2.1; PPC-1+TRAIL kill: -1.7; NPY-Y1 antag: 2.5; 14-3-3 Bad PPI: -14.2; TRPML3 agonist: 0.7

How did CC(=O)c1ccc(NC(=O)CN2C(=O)COc3ccc(Cl)cc32)cc1 do in these assays?
NPY1 pot ag: 24.2; zfTRPN1 agonist: 2.6; EP2 mod: -6.6; EP2 antag: 0.2; CHOP inhibitor: 65.6; PPC-1+TRAIL kill: 1.9; NPY-Y1 antag: -6.6; 14-3-3 Bad PPI: 7.8; TRPML3 agonist: 0.6

What do the screens show for `Cn1cc(CN2CCCC(CO)(Cc3cccc(Cl)c3)C2)cn1` (configuration not stated)?
NPY1 pot ag: 13.9; zfTRPN1 agonist: -1.1; EP2 mod: -0.6; EP2 antag: 5.6; CHOP inhibitor: 22.4; PPC-1+TRAIL kill: 20.9; NPY-Y1 antag: 5.6; 14-3-3 Bad PPI: -3.3; TRPML3 agonist: -0.1

How did CSc1ncccc1C(=O)Nc1ccc(S(=O)(=O)NC2=NCCCCC2)cc1 do in these assays?
NPY1 pot ag: 4.2; zfTRPN1 agonist: -0.1; EP2 mod: -6.7; EP2 antag: 6.8; CHOP inhibitor: 6.3; PPC-1+TRAIL kill: 5.2; NPY-Y1 antag: 1.0; 14-3-3 Bad PPI: -6.4; TRPML3 agonist: -0.4

What do the screens show for `Cn1cc(/C=N\NC(=O)C2COc3ccccc3O2)c2ccccc21` (configuration not stated)?
NPY1 pot ag: -17.8; zfTRPN1 agonist: -0.3; EP2 mod: -58.3; EP2 antag: 8.8; CHOP inhibitor: -15.1; PPC-1+TRAIL kill: 23.0; NPY-Y1 antag: -1.3; 14-3-3 Bad PPI: -2.4; TRPML3 agonist: -0.1

Results for COc1ccccc1CC(Cc1nc2ccccc2[nH]1)c1nc2ccccc2[nH]1 (configuration not stated) ?
NPY1 pot ag: -1.0; zfTRPN1 agonist: 2.9; EP2 mod: -38.6; EP2 antag: 7.3; CHOP inhibitor: 17.9; PPC-1+TRAIL kill: 0.8; NPY-Y1 antag: 9.2; 14-3-3 Bad PPI: -9.2; TRPML3 agonist: 1.0

How did Cc1ccc(N2CC(C(=O)Nc3ccc(N(C)C)cc3)CC2=O)cc1C (configuration not stated) do in these assays?
NPY1 pot ag: -46.6; zfTRPN1 agonist: 0.1; EP2 mod: -15.4; EP2 antag: 3.4; CHOP inhibitor: 30.2; NPY-Y1 antag: 2.6; 14-3-3 Bad PPI: -1.9; TRPML3 agonist: 0.4

Results for O=C(Cc1ccccc1)N/N=C/c1cc(Br)c(Br)o1 ?
NPY1 pot ag: -24.1; zfTRPN1 agonist: -1.0; EP2 mod: 20.9; EP2 antag: 9.7; CHOP inhibitor: 76.1*; PPC-1+TRAIL kill: 0.1; NPY-Y1 antag: 13.9; 14-3-3 Bad PPI: -6.0; TRPML3 agonist: -1.8

Results for CCC(C)NC(=O)CSc1nc2c(sc(=S)n2Cc2ccco2)c(=O)n1-c1ccccc1 (configuration not stated) ?
NPY1 pot ag: -22.7; zfTRPN1 agonist: 0.7; EP2 mod: 6.2; EP2 antag: 1.6; CHOP inhibitor: 25.1; PPC-1+TRAIL kill: 4.6; NPY-Y1 antag: 17.6; 14-3-3 Bad PPI: 5.2[fluorescence artefact?]; TRPML3 agonist: -0.5

What do the screens show for `COCCn1c(C)cc(C(=O)CN2CCCCC2)c1C`?
NPY1 pot ag: -4.0; zfTRPN1 agonist: 0.1; EP2 mod: 3.0; EP2 antag: 7.8; CHOP inhibitor: 29.9; PPC-1+TRAIL kill: -22.3; NPY-Y1 antag: 5.0; 14-3-3 Bad PPI: -5.7; TRPML3 agonist: 0.8

Results for O=C(NNC(=O)c1cc2c(s1)CCCC2)c1ccccc1 ?
NPY1 pot ag: -4.3; zfTRPN1 agonist: 0.1; EP2 mod: -14.8; EP2 antag: 6.8; CHOP inhibitor: 4.3; PPC-1+TRAIL kill: 14.3; NPY-Y1 antag: -3.4; 14-3-3 Bad PPI: 2.3; TRPML3 agonist: 0.1

Results for CC1(C)CC(NC(=O)CC(c2ccccc2)c2ccccc2)CC(C)(C)N1 ?
NPY1 pot ag: 17.1; zfTRPN1 agonist: -0.5; EP2 mod: 6.3; EP2 antag: 11.8; CHOP inhibitor: 6.8; PPC-1+TRAIL kill: 22.4; NPY-Y1 antag: -0.1; 14-3-3 Bad PPI: 11.8; TRPML3 agonist: 0.9

Results for C=CCN(c1ccc(C(=O)Nc2ccc(C)cc2)cc1)S(C)(=O)=O ?
NPY1 pot ag: -19.4; zfTRPN1 agonist: 7.1; EP2 mod: -22.7; EP2 antag: 6.4; CHOP inhibitor: -0.8; PPC-1+TRAIL kill: -1.9; NPY-Y1 antag: 0.9; 14-3-3 Bad PPI: -11.8; TRPML3 agonist: 2.9

How did CCOc1ccc(C(=O)CCN2CCCCCC2)cc1 do in these assays?
NPY1 pot ag: -9.9; zfTRPN1 agonist: 1.4; EP2 mod: -24.2&-29.2; EP2 antag: 0.5&10.3; CHOP inhibitor: -34.0; PPC-1+TRAIL kill: 1.4; NPY-Y1 antag: -2.0; 14-3-3 Bad PPI: -1.4; TRPML3 agonist: 0.9

These rows are one share of the data, so the mix of outcomes need not match the whole.
